Source: PubChem BioAssay
E coli growth = bacterial growth inhibition, counter-screen for AddAB inhibitors; E. coli V3065 growth, OD600 absorbance, 18 h; inhibition, % at 11.9 µM; hit rate 0.27% among 330,000;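 active means inhibition above the campaign's mean inhibition across all tested compounds plus 3 SD, cut at about 9.9% in these data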;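 further: uninfected addAB+ strain grown without phage in ampicillin broth; 0% = DMSO wells and 100% = ciprofloxacin 0.95 µg/ml wells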
SUMO Mot1 rescue = inhibitors of SUMOylation pathway: yeast Mot1-301 growth rescue; growth rescue, % at 18.8 µM; S. cerevisiae Mot1-301 growth rescue, ATP luminescence, 38.5C; percent above DMSO median, 100 means doubled; hit rate 1% among 320,000; AID 2716;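 active means every valid replicate shows activation above 250% relative to neutral control wells; inactive means the rest, any valid replicate at or below 250%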;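 further: OY570 slx delta 5 strain wells were the positive control but not used for scaling; some compounds called inactive have numbers as strong as hits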
AddAB inh = less growth of phage-infected E. coli with AddAB | E. coli expressing H. pylori AddAB, absorbance growth | inhibition, % at 11.9 µM | hit rate 0.29% among 330,000; in the data active means inhibition above about 12%;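 further: 0% = vehicle wells of infected cells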
DSG3 Ab inh = human desmoglein-3 autoantibody binding inhibition; DSG3-coupled beads, scFv-anti-DSG3-GFP binding, flow cytometry; stronger effect = lower value; hit rate 0.48% among 310,000; binding (percent of control), % at 10 µM;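 active means binding more than 3 SD below its plate's average and above zero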;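 further: hits lower antibody fragment binding to DSG3; some compounds called inactive have numbers as strong as hits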
Target sequence (P32926 whole entry, looked up, the tested form may be a part): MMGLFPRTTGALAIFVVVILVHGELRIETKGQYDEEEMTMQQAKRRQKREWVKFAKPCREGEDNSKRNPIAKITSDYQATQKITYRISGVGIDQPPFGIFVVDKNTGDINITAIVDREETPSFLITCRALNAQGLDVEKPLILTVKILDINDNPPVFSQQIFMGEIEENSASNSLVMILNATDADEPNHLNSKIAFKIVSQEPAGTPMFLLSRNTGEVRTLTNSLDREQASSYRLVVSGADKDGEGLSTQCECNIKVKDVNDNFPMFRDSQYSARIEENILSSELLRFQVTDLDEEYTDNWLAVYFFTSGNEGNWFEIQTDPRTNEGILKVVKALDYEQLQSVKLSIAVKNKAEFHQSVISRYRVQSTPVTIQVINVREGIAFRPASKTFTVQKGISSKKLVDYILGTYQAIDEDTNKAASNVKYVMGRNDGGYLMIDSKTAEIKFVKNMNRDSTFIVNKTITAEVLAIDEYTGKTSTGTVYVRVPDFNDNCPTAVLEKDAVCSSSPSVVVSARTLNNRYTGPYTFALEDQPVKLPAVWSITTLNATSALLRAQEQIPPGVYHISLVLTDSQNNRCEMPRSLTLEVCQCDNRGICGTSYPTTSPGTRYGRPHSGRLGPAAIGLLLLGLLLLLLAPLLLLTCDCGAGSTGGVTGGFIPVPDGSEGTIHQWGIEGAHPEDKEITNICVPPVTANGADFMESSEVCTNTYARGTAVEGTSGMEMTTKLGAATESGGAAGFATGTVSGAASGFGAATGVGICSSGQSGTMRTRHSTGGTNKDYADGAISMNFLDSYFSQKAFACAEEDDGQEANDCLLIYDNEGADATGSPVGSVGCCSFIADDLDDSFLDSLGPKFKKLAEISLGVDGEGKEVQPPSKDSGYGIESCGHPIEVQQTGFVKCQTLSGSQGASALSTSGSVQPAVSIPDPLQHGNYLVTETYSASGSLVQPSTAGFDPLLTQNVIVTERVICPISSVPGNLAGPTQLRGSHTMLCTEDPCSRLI
PKA-R1A act = PKA-R1A complex activation; activation, % at 11.4 µM; hit rate 0.083% among 340,000; PKA-R1A dissociation, Cy5-IP20 fluorescence polarization; scaled: DMSO 0%, 113 µM cGMP 100%; AID 504707;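 active means percent activation above the mean of all tested compounds plus 3 SD, cut at about 19% in these data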;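 further: higher means more PKAc released from R1A so a rise in polarization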
Active calls of the source: *; / = no result given; + = active, no number. The list is partial; rates above refer to the full screens.

SMILES,E coli growth,SUMO Mot1 rescue,AddAB inh,DSG3 Ab inh,PKA-R1A act
COc1ccc2[nH]c(=O)c(-c3nnn(-c4ccc(Cl)c(Cl)c4)n3)cc2c1,-1.9,235,0.9,/,/
C=CCC(Nc1ccccc1)c1ccc(OC)c(OC)c1 (stereo unspecified),1.2,-27,2.4,/,/
CCC(=O)Nc1nc2n(n1)C(c1ccc(OC)cc1)C=C(c1ccccc1)N2 (stereo unspecified),-0.1,-7,-0.5,/,/
CCCCNS(=O)(=O)c1ccc2nc(-c3cccs3)cc(C(=O)NCC(OC)OC)c2c1,1.6,41,0.0,/,/
CCOC(=O)c1cnc(=O)[nH]c1C,1.9,-4,3.6,/,/
C/C(CCC(=O)OC[C@H]1O[C@H](C#Cc2ccccc2)C=C[C@@H]1Oc1ccc(C)cc1)=N\OC[C@@H](O)[C@H]1O[C@@H]2OC(C)(C)O[C@@H]2[C@H]1O,-3.6,-7,-1.3,/,/
CC1CC(C)CN(CCCNC(=O)C2CCN(c3ncnc4c3sc3cccc(F)c34)CC2)C1 (stereo unspecified),-2.6,0,-3.4,/,/
COCCCn1c2nc3ccccc3nc2c2c(=O)n(Cc3cccs3)cnc21,2.5,-6,2.2,/,/
O=C(COC(=O)CC(c1ccccc1)c1ccccc1)Nc1ccc(F)c(F)c1,-1.0,2,-1.6,/,/
CCCNC(=O)c1[nH]c(C)c(C(=O)OCC)c1C,0.0,-4,6.2,/,/
Clc1cccc(Cl)c1NC1=NCCN1,1.5,127,0.8,/,/
CCC(C)n1c(-c2ccco2)nc2nc3ccccc3nc21 (stereo unspecified),-0.1,13,4.5,/,/
CCn1c(SCC(=O)c2c(N)n(C)c(=O)n(C)c2=O)nnc1-c1ccccc1,-1.8,16,4.5,/,/
COC(=O)C1=C(C(=O)OC)[C@@H]2N(C)c3ccccc3[C@@]23C[C@@H](CO)N=C3N1,-1.4,-12,3.0,/,/
CC1(C)CC[C@]2(C(=O)O)CC[C@]3(C)C(=CCC4[C@@]5(C)CC[C@H](O)C(C)(C)C5[C@H](O)C[C@]43C)[C@@H]2C1 (stereo partly specified),0.5,20,0.7,/,/
O=[N+]([O-])c1cc(C(F)(F)F)ccc1N/N=C/c1cc2ccccc2nc1Cl,-0.6,-7,-0.5,/,/
CCOC(=O)Cc1nc2ccccc2o1,0.5,310,3.5,/,/
ClCC1=Nc2cccc3cccc(c23)N1,-2.3,-2,-2.0,/,/
COc1cc(/C=N/N=C/c2c[nH]c(=O)c(C#N)c2Nc2ccccc2)ccc1O,-1.7,254,-0.7,/,/
CCN(CC)CCNc1ncnc2c1[nH]c1ccc(OC)cc12,0.3,+,-2.0,/,/
CNC[C@H](Cc1cccc2ccccc12)NC[C@H](CCSC)NCC1CCC(C(C)(C)C)CC1 (stereo partly specified),-5.1,-36,-3.7,/,/
CCn1ncc(CNC(=O)c2cccc([N+](=O)[O-])c2)c1C,1.4,14,1.7,/,/
COc1ccccc1N1CCN(C(=O)Cn2nc3n(C)c4ccccc4n3c(=O)c2=O)CC1,-1.1,-6,-1.9,/,/
CC(Oc1ccccc1)C(=O)N1CCC2(CC1)Oc1ccc(Cl)cc1C(=O)C21CC(c2ccccc2)=NO1 (stereo unspecified),0.3,-1,2.1,/,/
CC1CCN(c2nc3ccccc3nc2C(C#N)C(=O)NC2CCCCC2)CC1 (stereo unspecified),1.1,-2,-0.6,/,/
Cc1nc2ccccn2c1C(=O)N/N=C/c1ccc([N+](=O)[O-])cc1,-0.3,-6,1.8,/,/
O=C(Cn1nc(C(=O)O)c2ccccc2c1=O)Nc1ccc2c(c1)C(=O)c1ccccc1C2=O,-2.8,0,-1.4,/,/
Cc1nnc2sc(SCc3ccccc3)nn2c1=O,-2.6,-4,0.9,/,/
Nc1c2c(nc3c1CCC3)CCCC2,0.1,-7,-1.6,/,/
Cn1nc(OC(=O)Nc2ccccc2)cc1C(F)(F)F,-1.5,1,2.5,/,/
CCOc1ccc(S(=O)(=O)n2ccnc2C)cc1,2.0,-2,-0.1,/,/
O=C(Cn1c2ccc(F)cc2c2nc3n(c(=O)c21)CCS3)Nc1ccccc1F,-0.6,-1,0.0,/,/
C#CCOCCOCCOCCNc1nc(N2CCN(C(=O)CCCCCCCCCCNC(=O)[C@H](CO)n3cc(CCCSC)nn3)CC2)nc(N2CCN(C(=O)CCCCCCCCCCNC(=O)[C@@H]([C@H](C)O)n3cc(C)nn3)CC2)n1,-1.1,-12,2.1,/,/
COc1cc(C)c(CNc2ccc(OC)c(OC)c2)cc1C,0.0,-5,0.5,/,/
COc1ccc(C2CC(=O)C(C(c3ccc(O)cc3)C3C(=O)CC(c4ccc(OC)cc4)CC3=O)C(=O)C2)cc1 (stereo unspecified),0.3,10,2.1,/,/
Cc1ccc(C(=O)C(NC(=O)c2ccco2)Nc2sc3c(c2C(N)=O)CCCC3)cc1 (stereo unspecified),-0.4,-24,2.4,/,/
O=c1cc(-c2ccc(Cl)cc2)[nH]c2ccccc12,2.8,-29,2.9,/,/
C=CC[C@@H]1C=C[C@H](O/N=C/[C@@H](NS(=O)(=O)c2ccc(C)cc2)[C@H](C)/C=C/CC(=O)OC)[C@@H](CO)O1,-0.3,4,3.6,/,/
C/C(CCN1CCCCc2nc(C)c(C)cc21)=N\O[C@@H](C)CN1CCCCc2nc(C)c(C)cc21,-1.3,75,-1.4,/,/
O=c1c2cc(Br)cc(Br)c2oc2nc3n(c(=O)c12)CCCS3,0.1,-9,2.3,/,/
Cc1nn(-c2ccccn2)c2c1C(c1c(F)cccc1Cl)C1=C(N2)c2ccccc2C1=O (stereo unspecified),-1.1,10,-2.1,/,/
Cc1cc(C)nc(S/C=C/C(=O)c2ccc(F)cc2)n1,-1.7,3,-1.5,/,/
Cc1ccc2nc(-c3ccccc3)nc(SC(C)C(=O)NCc3cccs3)c2c1 (stereo unspecified),2.9,-5,2.8,/,/
CC(=O)c1ccccc1NC(=O)CSc1nnc2ccccn12,0.7,53,1.6,/,/
COCCNC(=O)c1cc(Sc2nnc(C)s2)nc2ccccc12,-0.3,38,-1.2,/,/
CNC(=O)c1cc2c(ccc3ccccc32)oc1=N,-1.6,-9,-0.6,/,/
CN(C)CCNCCCOc1ccccc1-c1ccccc1,-3.8,-4,-3.5,/,/
Cn1cnnc1Sc1nc2c(c(=O)n(C)c(=O)n2C)n1C,-1.3,-7,0.2,/,/
C#CCOCCOCCOCCNc1nc(N2CCN(C(=O)[C@H](C)n3cc(CCCN=C(N)N)nn3)CC2)nc(N2CCN(C(=O)[C@H](Cc3ccc(O)cc3)n3cc(CCO)nn3)CC2)n1,-0.9,-18,2.3,/,/
O=C(/C=C/c1ccco1)c1ccc(O)cc1,2.8,-3,1.6,/,/

The results go on.
SMILES,E coli growth,SUMO Mot1 rescue,AddAB inh,DSG3 Ab inh,PKA-R1A act
CCCOc1ccc2oc(=O)c3c(c2c1)CCCN3C(=O)CN1CCN(C(=O)c2ccco2)CC1,-2.8,6,2.8,/,/
COc1ccc(CC(=O)NNC(=O)Cc2ccc(OC)cc2)cc1,0.8,-13,-1.0,/,/
CCN1CCN(CCOCCOc2ccccc2-c2ccccc2)CC1,0.2,4,-0.8,/,/
OCCCc1nc2n(n1)C(c1cccs1)C=C(c1ccc(Br)cc1)N2 (stereo unspecified),-1.7,23,-0.5,/,/
COC(=O)c1sc(N2C(=O)C(=O)/C(=C(/O)c3ccc(C)cc3)C2c2ccco2)nc1C (stereo unspecified),-0.7,-14,-1.2,/,/
CC(/C=C1\SC(=S)N(CCCC(=O)Nc2ccc(C(=O)O)c(O)c2)C1=O)=C\c1ccccc1,-1.6,0,4.3,/,/
CC1=CC(=Nc2c(C)n(C)n(-c3ccccc3)c2=O)C=CC1=O,-3.7,1,-1.6,/,/
Cc1ccc(C2=NN(CC(=O)NCc3cccnc3)C(=O)CC2)cc1,-1.8,7,2.4,/,/
O=c1c2c3c(sc2n2cnnc2n1-c1ccccc1)N(Cc1ccccc1)CCC3,0.6,445*,1.3,/,/
CCOC(=O)c1cnc(SCC(=O)Nc2ccc(N3CCOCC3)cc2)nc1N,-0.3,6,2.6,/,/
COc1cccc(CC(NC(C)=O)C(=O)NC2CCN(c3c4c(nc5ncnn35)CCC4)CC2)c1OC (stereo unspecified),2.0,3,1.8,/,/
NC(=O)C(CC(=O)O)NC(=O)[C@@H]1CCOc2c(I)cc([N+](=O)[O-])cc2C(=O)N[C@@H](CO)C(=O)N[C@@H](Cc2ccc(O)cc2)C(=O)N1 (stereo partly specified),-0.5,9,1.6,/,/
CC(=O)Oc1c(C)cc(O)c2ccccc12,-1.8,-9,-1.1,/,/
C1CN(c2nc(N3CCOCC3)nc(N3CCOCC3)n2)CCO1,-1.4,-8,-2.1,/,/
CC(=O)O[C@@H]1[C@@H](O)[C@@H](O)[C@H](Oc2c(-c3ccc(O)cc3)oc3c(CC=C(C)C)c(O)cc(O)c3c2=O)O[C@H]1C,-3.0,190,4.9,/,/
O=C(NC1CCS(=O)(=O)C1)c1cccnc1 (stereo unspecified),-3.5,4,6.8,/,/
Cc1nc2ccccc2c(=O)n1/N=C/c1ccc([N+](=O)[O-])o1,7.9,-14,8.9,/,/
Cc1ccc(N=c2c([N+](=O)[O-])nn(-c3ccc4c(c3)OCCO4)n2O)c(Cl)c1,-1.4,12,-1.3,/,/
Cc1c(Cc2ccccc2)sc(N)c1C(N)=O,-1.0,-6,-0.7,/,/
Cc1cc(-c2cc(C(=O)Nc3ccccc3)on2)nc(NC2CCCC2)n1,0.1,-7,2.1,/,/
Cc1cccc(N2CSC3=C(C#N)C(c4ccc(C)o4)CC(=O)N3C2)c1 (stereo unspecified),-2.2,114,-1.6,/,/
O=c1[nH]c(=O)c2ncc(-c3ccc(Cl)cc3)nc2[nH]1,-1.3,10,2.6,/,/
COC(=O)c1ccccc1S(=O)(=O)N(Cc1cc2cc3c(cc2[nH]c1=O)OCO3)C1CCCCC1,0.2,33,1.5,/,/
c1ccc(C2CCC(N3CCC(N4CCCCC4)CC3)CC2)cc1 (stereo unspecified),-2.3,-7,0.3,/,/
NC(=O)c1cc([N+](=O)[O-])ccc1NCCN1C(=O)c2ccccc2C1=O,0.7,6,2.9,/,/
Cc1ccc(NC(NC(=O)OCCn2c([N+](=O)[O-])cnc2C)C(Cl)(Cl)Cl)cc1 (stereo unspecified),-1.3,13,3.9,/,/
C#CCSc1nncn1C(=O)/C=C/c1ccccc1,-0.9,307,4.5,/,/
COc1cccc(-n2c([S-])c(C(=O)Nc3ccc(C(F)(F)F)cc3)[n+]3ccccc23)c1,1.2,4,1.6,/,/
CC(C)(C)C#CC(CCc1ccccc1)OS(N)(=O)=O (stereo unspecified),-0.1,14,-3.0,/,/
CCCCc1ccc(-c2nc(NC(=O)C3C4CCC(O4)C3C(=O)O)sc2C)cc1 (stereo unspecified),2.3,-12,2.5,/,/
O=C1[C@H](CC[C@H](O)c2ccc(F)cc2)[C@@H](c2ccc(O)cc2)N1c1ccc(F)cc1,-0.3,16,-0.2,/,/
C#CCOCCOCCOCCNc1nc(N2CCN(C(=O)CCCCCCCCCCNC(=O)[C@H](CCCCN)n3cc(CCO)nn3)CC2)nc(N2CCN(C(=O)CCCCCCCCCCNC(=O)[C@H](CCCCN)n3cc(C[C@@H](C)CC)nn3)CC2)n1,-2.0,-26,0.4,/,/
O=c1oc2cc(OCc3ccc(F)cc3F)ccc2cc1-c1ccc2ccccc2n1,0.3,2,1.0,/,/
CC(C)Nc1ccc(Cl)cc1[N+](=O)[O-],0.5,80,1.6,/,/
CCOCC(=O)Nc1cc(Cl)c(OC)cc1OC,-1.5,-2,-0.8,/,/
COc1ccc(OCc2nnc(SCC(=O)c3c(N)n(C)c(=O)n(C)c3=O)n2-c2ccccc2F)cc1,1.7,2,1.0,/,/
COc1cc(NS(=O)(=O)c2ccc(-n3cccn3)cc2)cc(OC)c1,/,/,/,102,-2
COc1ccc(NC(=O)c2sc3nc(N4CCOCC4)c4c(c3c2N)CCCC4)cc1,/,/,/,105,10
COc1cccc(/C=C2\SC(=S)N(CCCC(=O)Nc3cccc(C(=O)O)c3)C2=O)c1,/,/,/,93,7

Looked up above.
COc1ccc(OCc2nnc(SCC(=O)c3c(N)n(C)c(=O)n(C)c3=O)n2-c2ccccc2F)cc1 @ E coli growth = 1.7
CC(C)Nc1ccc(Cl)cc1[N+](=O)[O-] @ SUMO Mot1 rescue = 80
